# From PubChem BioAssay
# ADAM10 inh = ADAM10 inhibition, QFRET primary screen; O14672; recombinant ADAM10, EDANS/DABCYL FRET peptide cleavage, 3 h; inhibition, % at 7 µM; 370,000 tested, 0.62% active;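 active = inhibition above a per-campaign cutoff equal to the mean of compounds falling between control-based bounds plus 3 SD, cut at about 20% in these data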;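 note: 0% = DMSO wells while the 100% control is not disclosed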
# ARFGAP1 inhibitor = inhibitors of rat ARFGAP1; Arfgap1-stimulated ARF1 GTP hydrolysis, GDP FP detection; Q62848; AID 651572; 360,000 tested, 0.26% active; inhibition, % at 16.5 µM;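 active = inhibition above a per-plate limit, mean inhibition of low control wells plus 3 SD, cut at about 25% in these data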;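 note: 0% = DMSO wells with enzyme and 100% = wells lacking Arfgap1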
# Target sequence (Q62848 1-136 limits assumed): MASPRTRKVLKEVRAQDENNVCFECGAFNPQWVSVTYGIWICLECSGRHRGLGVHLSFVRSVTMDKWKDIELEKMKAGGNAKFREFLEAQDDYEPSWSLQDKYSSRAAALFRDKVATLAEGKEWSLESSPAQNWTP
#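 System: truncated rat Arfgap1 GAP domain / Medium: HEPES-based buffer, pH 7.5 / Also added: N-terminally truncated human ARF1-GTP substrate / Incubation: enzyme reaction 120 min at 25 °C after 20 min preincubation / Measured by: FP of antibody-bound GDP Alexa 633 tracer, ex 620/em 688 nm / Replicates: singlicate, each compound tested once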
# Tn6 DDE FP = inhibitors of Tn6 peptide binding to human fibrin DD(E); P02675; Fibrin DD(E) TRITC-Tn6 fluorescence polarization displacement; inhibition, % at 8.3 µM; 370,000 tested, 0.21% active; AID 720509;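 active = inhibition above a per-campaign cutoff: mean of compounds within control limits plus 3 SD, cut at about 15% in these data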;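 note: 0% = median of all compound wells on the plate and 100% = blocking peptide control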
# Target sequence (P02675 whole entry, looked up): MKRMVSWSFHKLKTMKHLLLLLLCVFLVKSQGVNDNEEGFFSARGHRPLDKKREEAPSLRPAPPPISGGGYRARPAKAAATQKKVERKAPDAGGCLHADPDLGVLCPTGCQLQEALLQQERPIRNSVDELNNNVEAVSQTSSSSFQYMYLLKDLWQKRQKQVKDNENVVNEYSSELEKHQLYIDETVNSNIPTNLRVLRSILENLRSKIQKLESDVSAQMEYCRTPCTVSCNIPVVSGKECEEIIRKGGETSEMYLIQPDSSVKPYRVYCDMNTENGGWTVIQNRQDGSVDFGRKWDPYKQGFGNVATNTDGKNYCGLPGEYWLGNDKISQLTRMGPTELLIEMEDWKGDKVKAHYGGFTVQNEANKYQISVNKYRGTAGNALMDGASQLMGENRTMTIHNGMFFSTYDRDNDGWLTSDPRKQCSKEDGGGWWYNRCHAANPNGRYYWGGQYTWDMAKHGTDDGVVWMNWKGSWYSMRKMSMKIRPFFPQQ
# ASAP1 inh = ASAP1 ArfGAP inhibition; Q9ULH1; ASAP1-stimulated ARF1 GTP hydrolysis, GDP FP detection; inhibition, % at 16.5 µM; 360,000 tested, 0.19% active; AID 624377; in the data active = inhibition above about 25%;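 note: 0% = vehicle with enzyme and substrate and 100% = no enzyme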
# Target sequence (Q9ULH1 325-724 limits assumed): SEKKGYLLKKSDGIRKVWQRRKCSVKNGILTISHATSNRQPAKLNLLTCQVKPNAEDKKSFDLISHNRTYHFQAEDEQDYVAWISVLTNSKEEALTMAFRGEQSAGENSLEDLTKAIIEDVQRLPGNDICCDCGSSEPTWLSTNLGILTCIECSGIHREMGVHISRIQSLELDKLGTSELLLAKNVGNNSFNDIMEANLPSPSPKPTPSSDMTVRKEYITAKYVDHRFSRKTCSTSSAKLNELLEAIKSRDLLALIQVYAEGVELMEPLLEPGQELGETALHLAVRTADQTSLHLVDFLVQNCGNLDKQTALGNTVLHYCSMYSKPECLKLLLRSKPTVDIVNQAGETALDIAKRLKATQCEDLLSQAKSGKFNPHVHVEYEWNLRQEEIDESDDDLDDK
# ADAM17 inh = inhibits human ADAM17; AID 720648; P78536; inhibition, % at 6.95 µM; recombinant ADAM17, EDANS/DABCYL FRET peptide cleavage; 370,000 tested, 0.83% active;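 active = inhibition above the mean of compounds lying between control limits plus 3 SD, set per campaign, cut at about 8.5% in these data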;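 note: 0% = DMSO-only wells as the low control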
# TDP2 inh = blocks human TDP2 phosphodiesterase activity; 370,000 tested, 0.34% active; inhibition, % at 12.8 µM; recombinant TDP2, T5PNP hydrolysis, p-nitrophenol absorbance 415 nm; O95551;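 active = inhibition above the mean of all tested compounds plus 3 SD, set per campaign, cut at about 25% in these data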;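 note: 0% = DMSO with enzyme and 100% = buffer with substrate but no TDP2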
#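 Assay system: recombinant human TDP2 / Reagent: T5PNP substrate at 5 mM, a TopII-DNA adduct mimic / Measured by: epi absorbance from released p-nitrophenol / Evaluation: % inhibition relative to enzyme-containing and enzyme-free wells / Control set: enzyme-free and DMSO wells / Replicates: each compound tested once, singlicate / Schedule: enzyme reaction with compound for 2 h at 37 °C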
# KLK7 zymogen act = activators of human kallikrein-7 zymogen; P49862; purified proKLK7, EDANS-DABCYL substrate fluorescence; 100% is mature enzyme control, 0% vehicle; activation, % at 7 µM; 370,000 tested, 0.9% active; AID 652039;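 active = activation above the mean of all tested compounds plus 3 SD, computed per campaign excluding outliers beyond control limits, cut at about 13% in these data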
# DDE Tn7 FP inh = inhibitors of Tn7 peptide binding to human fibrin DD(E); P02675; FP displacement of FITC-Tn7 peptide from fibrin DD(E); 0% = median of compound wells per plate; inhibition, % at 8.3 µM; 370,000 tested, 0.13% active; AID 720508;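 active = inhibition above the mean of compounds falling within the control limits plus 3 SD of them, cut at about 14% in these data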;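 note: 0% = plate median of compound wells and 100% = 10 µM Aha-Tn7 peptide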
#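 Measure: % inhibition scaled between sample-field median and high-control FP; Test system: human fibrin DD(E); Quantity: 2 µM final DD(E) protein; Doses: one dose, 8.3 µM nominal; Schedule: compound with protein 10 min, then 3 h after probe, room temperature; Detection: fluorescence polarization; Medium: Tris buffer with calcium and detergent, pH 7.8.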
# PLCg1 inh = PLC-gamma1 (human) inhibition, primary screen; AID 720700; purified PLC-gamma1, fluorogenic substrate, fluorescence; P19174; inhibition, % at 12.2 µM; 370,000 tested, 0.84% active; in the data active = inhibition above about 9.5%
# LEDGF integ inh = blocks HIV-1 LEDGF/p75-dependent DNA integration; TR-FRET IN-LEDGF/p75 DNA integration, Eu/Cy5; inhibition, % at 3.7 µM; 370,000 tested, 0.64% active;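 active = inhibition above the screen-wide mean plus 3 SD, cut at about 13% in these data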;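 note: signal is the Cy5 over europium emission ratio at 671 and 618 nm; 0% = plate median of compound wells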
# * = called active by the depositor; i = inactive.
# Below each SMILES – ADAM10 inh	ARFGAP1 inhibitor	Tn6 DDE FP	ASAP1 inh	ADAM17 inh	TDP2 inh	KLK7 zymogen act	DDE Tn7 FP inh	PLCg1 inh	LEDGF integ inh
CCOC(=O)C1=C(C)NC(=O)NC1c1ccc(Br)o1 (stereo unspecified)
  -2.3	10.3	-1.3	1.5	-4.2	5.3	-0.2	3.1	0.8	-1.4
CCOC(=O)N1CCN(C(=O)C2CCN(S(=O)(=O)c3ccc(OCC)cc3)CC2)CC1
  -2.4	8.7	-0.8	6.4	-5.0	-3.1	0.1	-0.4	0.0	-0.3
CCOC(=O)c1nnn2c1nc(N1CCOCC1)c1ccccc12
  12.7	3.9	-1.4	-13.3	-0.4	-1.3	-0.1	3.4	1.7	1.4
Cc1oc(-c2ccccc2Cl)nc1CS(=O)(=O)CC(=O)N1CCOCC1
  3.1	-8.3	2.6	2.1	-1.0	6.9	-0.2	0.8	-0.3	0.5
O=C(O)c1cccc2c1/C(=N/O)c1ccccc1-2
  5.0	11.1	3.3	2.0	-0.7	-3.8	0.7	4.5	-12.9	5.7
COC(=O)CN1C(=O)C2(OCCCO2)c2cc(Br)ccc21
  -2.2	12.7	-1.9	7.5	-0.2	2.6	-0.1	0.3	-0.9	-3.6
COc1ccc2c(c1)C(NS(=O)(=O)OCC(Cl)(Cl)Cl)CCC2 (stereo unspecified)
  2.4	-0.2	4.1	-2.7	-2.7	-3.3	-0.7	1.8	-1.4	-0.1
CCCn1c(CN2CCCCC2C)nc2c1c(=O)n(C)c(=O)n2C (stereo unspecified)
  -3.4	1.5	-4.1	2.7	0.4	-11.7	0.0	-2.3	2.6	3.0
COc1ccccc1NC(=O)CSc1nc(O)cc(=O)n1-c1ccccc1OC
  20.8*	3.0	2.7	-10.9	3.0	15.7	-0.4	-0.8	1.6	2.1
CCCCn1nc2cc(C(=O)NC[C@@H]3CCCO3)ccc2c1OCC
  i	-2.3	-4.1	8.4	-228.2	6.0	7.3	-3.0	-320.3	-0.9
N[C@H](CSCc1ccccc1)C(=O)Nc1ccc([N+](=O)[O-])cc1
  -1.7	1.4	2.3	7.6	-1.3	10.4	-0.2	-5.5	3.4	-1.3
COc1cc(NC(=O)c2ccccn2)cc(OC)c1OC
  -0.6	-0.3	6.4	2.1	3.0	-14.0	-0.3	-4.7	1.7	-3.9
COc1ccc(C(=O)NCCC2=CCCCC2)cc1OC1CCN(C(C)C)CC1
  1.9	-10.8	-0.1	0.1	-1.0	8.2	0.3	-1.9	0.5	-2.4
O=S(=O)(NCC(c1ccc2c(c1)OCO2)N1CCOCC1)c1ccc(Br)cc1 (stereo unspecified)
  -2.2	-11.6	9.5	9.6	3.3	-1.7	0.2	1.6	-1.4	1.9
C=CCOc1ccc(/C=C2\N=C(C)OC2=O)cc1OC
  10.4	12.6	-7.2	2.9	1.3	-19.4	-0.1	4.3	4.3	1.8
CC(C)c1cccc(C(C)C)c1NC(=O)COC(=O)C1=COCCO1
  7.1	0.9	0.2	-3.9	-0.4	3.8	0.1	-5.1	3.0	3.4
CCc1nc(SCC(=O)NCc2ccccc2)c2c(=O)n(C)c(=O)n(C)c2n1
  -1.5	4.4	-5.8	3.3	0.5	-4.1	0.3	-3.7	-1.0	4.8
C#CCNc1nc(C(C)C)nc2c1nnn2Cc1ccccc1F
  8.4	-0.9	3.9	-5.8	1.7	-4.3	-0.5	5.9	-0.6	1.5
Cc1nn(C)c(C(=O)NCc2ccc(Cl)cc2)c1Cl
  -2.5	1.7	-8.4	0.5	-0.9	5.3	1.4	-3.9	-0.2	-1.4
O=C(CC1Oc2ccccc2NC1=O)NCc1ccccc1 (stereo unspecified)
  -5.5	-3.7	-6.5	-9.0	1.2	-5.9	-0.1	-6.0	1.9	1.6
CSCC[C@H](NS(=O)(=O)c1ccc(C)cc1)C(=O)N1CCC(C(=O)N[C@@H](C)C(=O)O)CC1
  -5.1	11.1	-2.8	1.4	-0.5	3.5	0.0	-4.6	0.8	0.7
COc1ccc(C(=O)N/C(=C\c2ccccc2)C(=O)NC(CC(C)C)C(=O)O)cc1 (stereo unspecified)
  -4.7	2.2	-1.8	5.6	0.3	-13.2	-0.6	1.1	-0.3	-3.4
COc1ccc(NC(=O)CN(C)C(=O)CNC(=O)C2CCCCC2)cc1
  -1.2	0.8	-3.0	1.1	-0.8	12.7	0.0	-4.6	-2.9	-0.4
COC(=O)C1CCN(CC(=O)Nc2ccc(C(=O)Nc3ccccc3OC)cc2)CC1
  -3.1	4.8	1.6	2.1	3.8	-15.4	-0.4	-9.6	3.7	1.9
O=C1C2C3C=CC(C3)C2C(=O)N1CC1CCCO1 (stereo unspecified)
  7.2	-7.6	-3.8	0.7	2.6	-16.2	-0.2	-5.5	4.7	6.6
O=C(Cc1coc(-c2ccc(F)cc2)n1)Nc1ccccc1
  -9.2	15.4	2.4	-4.4	-2.9	-5.4	-0.5	-2.3	0.5	2.7
O=C(NCCc1ccccc1)Nc1ccc2c(c1)OCO2
  3.7	-4.7	-2.1	8.4	2.2	5.7	1.0	-0.8	2.3	0.5
Cc1ccc(NC(=O)C2C3C=CC4(O3)C2C(=O)N(CCCN2CCCCC2)C4C(=O)NC2CCCCC2)cc1C (stereo unspecified)
  -1.5	-3.5	8.0	7.5	2.8	-2.3	0.0	-6.1	4.9	2.2
CCOC(=O)C(C(=O)Nc1nc2ccccc2s1)C1CCCCC1 (stereo unspecified)
  6.5	6.4	2.6	5.2	2.0	-3.9	-0.1	1.6	4.0	1.7
Cc1ccc(S(=O)(=O)c2nc(Cc3ccccc3)oc2N2CCOCC2)cc1
  -8.6	-3.8	-0.6	3.4	-1.7	-2.4	0.4	-0.6	-0.1	-1.5
Cc1cc(C)c(S(=O)(=O)N2CCN(C(=O)N3CCCCC3)CC2)c(C)c1
  -0.3	2.1	14.1	-15.3	0.1	-11.3	-0.5	-1.9	0.7	0.4
c1ccc(C2[C@H]3CN(CC4CCCCC4)[C@H](c4ccccc4)C34CC2(c2ccccc2)C4)cc1 (stereo partly specified)
  0.6	4.4	-0.1	4.2	0.8	1.7	0.0	7.3	-1.0	-1.5
O=C(CC1C(=O)NCCN1CC1CCCCC1)NCc1ccc(F)cc1 (stereo unspecified)
  -21.2	-5.8	-7.0	5.8	-8.4	2.4	1.5	0.6	-7.8	1.9
CCC(=O)NC(c1cccc([N+](=O)[O-])c1)c1c(OC(C)=O)ccc2ccccc12 (stereo unspecified)
  7.1	2.9	1.6	-5.0	-1.6	8.7	0.2	2.2	3.2	1.4
C=CCNc1nc(N)c([N+](=O)[O-])c(Nc2cccc(Cl)c2)n1
  1.9	8.0	5.9	7.3	6.5	2.8	0.0	-5.0	-0.7	5.7
CCOC(=O)c1ccc(N2C(=O)CC(N3CCC(C(=O)OCC)CC3)C2=O)cc1 (stereo unspecified)
  11.3	-1.3	0.7	-3.0	1.5	-0.6	0.1	-3.9	3.8	-0.3
Cc1ccc(-c2csc3nc4c5ccccc5c(NCCCN(C)C)nn4c(=O)c23)cc1
  i	4.4	7.1	1.9	-343.8	-13.5	-128.1	1.1	i	-7.0
COCCN(CCOC)S(=O)(=O)c1ccc(C(=O)Nc2nc(C)c(C(C)=O)s2)cc1
  -4.3	3.4	3.8	-3.7	-1.5	1.5	0.8	2.0	0.5	0.8
Cc1ccccc1NC(=O)C(=O)NCCc1ccccc1
  6.1	5.3	0.7	17.0	-2.1	2.8	-0.6	1.9	0.1	-0.3
O=C(Nc1cccc(Cl)c1)C1COc2ccccc2O1 (stereo unspecified)
  -0.9	-10.4	5.6	-3.5	-2.9	3.7	-0.9	1.4	2.5	0.6
Cc1ccc(Nc2cc(C)c3c(O)cccc3n2)cc1C
  -1.4	9.0	-10.9	29.9*	-10.1	-11.4	-1.2	0.1	-43.4	-3.9
N/C(=N\OC(=O)Nc1ccccc1)c1cccc(C(F)(F)F)c1
  1.0	0.8	-6.2	-2.0	-1.7	-3.5	-0.7	-1.6	-1.3	1.4
O=C(NCCc1c[nH]c2ccccc12)Nc1cccc2ccccc12
  -1.6	8.6	-6.3	14.9	-2.4	-3.3	-0.2	-3.3	-7.0	-3.2
Cc1cc(Cn2nnc3ccccc32)c(O)c(C(C)(C)C)c1
  5.3	6.2	-5.3	2.4	1.7	6.6	0.2	-4.6	1.7	0.6
Cc1ccc(C)c(N2N=C(C(=O)Nc3ccccc3N3CCCC3)CCC2=O)c1
  8.7	-10.0	-0.4	1.8	-2.2	-6.8	0.5	9.2	-0.6	0.0
Cc1ccc(N2CC(C(=O)Nc3ccc(N(C)C)cc3)CC2=O)cc1C (stereo unspecified)
  13.1	0.5	-0.5	10.7	4.7	-10.7	0.2	-13.1	-6.4	5.0
COC(=O)c1nnn(-c2nonc2N)c1CSc1ccc(Cl)cc1
  0.6	1.0	7.5	0.3	-3.4	-5.7	-0.2	4.6	-1.1	0.5
O=S(=O)(c1ccc(Cl)cc1)N1CCN(Cc2cccnc2)CC1
  -1.5	-8.9	10.7	2.7	0.3	-7.2	0.3	0.9	-2.4	1.6
OC(COCc1cccs1)CN1CCN(c2cccc(C(F)(F)F)c2)CC1 (stereo unspecified)
  10.3	-6.5	6.4	-7.3	3.8	1.1	-0.2	-0.2	-0.7	-0.3

# Of the compounds above, these contain a nitro group on carbon.
# Below each SMILES – ADAM10 inh	ARFGAP1 inhibitor	Tn6 DDE FP	ASAP1 inh	ADAM17 inh	TDP2 inh	KLK7 zymogen act	DDE Tn7 FP inh	PLCg1 inh	LEDGF integ inh
N[C@H](CSCc1ccccc1)C(=O)Nc1ccc([N+](=O)[O-])cc1
  -1.7	1.4	2.3	7.6	-1.3	10.4	-0.2	-5.5	3.4	-1.3
CCC(=O)NC(c1cccc([N+](=O)[O-])c1)c1c(OC(C)=O)ccc2ccccc12 (stereo unspecified)
  7.1	2.9	1.6	-5.0	-1.6	8.7	0.2	2.2	3.2	1.4
C=CCNc1nc(N)c([N+](=O)[O-])c(Nc2cccc(Cl)c2)n1
  1.9	8.0	5.9	7.3	6.5	2.8	0.0	-5.0	-0.7	5.7
